KDM4C inh: inhibitors of GASC-1 (KDM4C) histone demethylase, primary screen, biochemical, single concentration HTS; Lysine-specific demethylase 4C (Homo sapiens), Q9H3R0; GST-KDM4C 2-372, H3K9me3 peptide, LANCE TR-FRET; inhibition, % at 12.5 µM; 96,000 tested, 0.15% active; AID 720574, 2013;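 active means mean replicate inhibition above about 25%, with at least 55% of replicates also reaching it, limit read from the data, passing the limit was not always enough; inconclusive means only one of those two conditions met; inactive means neither condition met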
Target sequence (Q9H3R0 2-372 limits assumed): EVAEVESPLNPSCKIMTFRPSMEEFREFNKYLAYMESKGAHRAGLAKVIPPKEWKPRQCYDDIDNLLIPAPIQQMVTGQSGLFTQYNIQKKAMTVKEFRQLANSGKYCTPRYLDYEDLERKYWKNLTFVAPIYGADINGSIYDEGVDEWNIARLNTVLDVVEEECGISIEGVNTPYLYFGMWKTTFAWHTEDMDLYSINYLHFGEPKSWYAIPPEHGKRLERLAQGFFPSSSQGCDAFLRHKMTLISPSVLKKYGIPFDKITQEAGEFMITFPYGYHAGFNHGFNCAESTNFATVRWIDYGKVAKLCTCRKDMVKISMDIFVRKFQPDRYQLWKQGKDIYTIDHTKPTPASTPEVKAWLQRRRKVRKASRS
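Material: N-terminal GST-fused human GASC-1 (KDM4C) fragment, residues 2-372. Input: 10 nM enzyme. Incubation: enzyme reaction 30 min, then detection 60 min, both room temperature. Doses: one test concentration per compound. Read-out basis: inhibition from TR-FRET ratio decrease. Detection: LANCE TR-FRET, excitation 340 nm, emissions 618 and 671 nm.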
T cruzi growth: T. cruzi intracellular proliferation inhibitors, primary screen, cell-based, beta-gal Tulahuen parasites, NIH3T3 host, luminescence | T. cruzi beta-gal in NIH3T3, GalScreen luminescence, 90 h | inhibition, % at 8.34 µM | 77,000 tested, 5.9% active | AID 624255, 2012;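 active means mean inhibition above about 93%, with at least 55% of replicates each passing it, limit read from the data, passing the limit was not always enough; inconclusive means only one of those two conditions holds; inactive means neither condition holds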
Pf Dd2 growth: P. falciparum Dd2 growth inhibitors, primary screen, SYBR Green fluorescence, single dose replicates. 72 h; hits give low values. activity change, % at 10 µM. 94,000 tested, 2.3% active; in the data active means activity change below about -80%; inconclusive means no clear call, values can overlap the other calls
C diff growth: C. difficile growth inhibitors, primary screen, HTS. Clostridium difficile clinical isolate growth, OD600, 24 h; hits give low values. growth activity, negative = inhibition, % at 16 µg/mL (by protocol). 86,000 tested, 0.25% active. AID 1259249, 2017;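 active means mean growth activity at or below -80% and every replicate also at or below -80%; inconclusive means mean at or below -80% but some replicate above -80%; inactive means mean growth activity above -80%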;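 further: 0% = DMSO wells and -100% = levofloxacin 16 µg/mL wells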
Active calls of the source: *; ? = inconclusive; . = no result given; & = joins results of further samples.

Start of the data: the first 2 compounds, ahead of the listing:
SMILES	KDM4C inh	T cruzi growth	Pf Dd2 growth	C diff growth
COCC#Cc1cnc2c(c1)C(=O)N([C@@H](C)CO)C[C@@H](C)[C@@H](CN(C)C(=O)c1ccc3c(c1)OCO3)O2	-0.6	32	35	2
C[C@H](CO)N1C[C@H](C)[C@@H](CN(C)S(=O)(=O)c2ccc(C(F)(F)F)cc2)OCc2ccccc2-c2ccccc2C1=O	-1.6	102*	-74	7

All compounds of this part (from the top)
SMILES	KDM4C inh	T cruzi growth	Pf Dd2 growth	C diff growth
COCC#Cc1cnc2c(c1)C(=O)N([C@@H](C)CO)C[C@@H](C)[C@@H](CN(C)C(=O)c1ccc3c(c1)OCO3)O2	-0.6	32	35	2
C[C@H](CO)N1C[C@H](C)[C@@H](CN(C)S(=O)(=O)c2ccc(C(F)(F)F)cc2)OCc2ccccc2-c2ccccc2C1=O	-1.6	102*	-74	7
CC(C)NC(=O)N(C)C[C@H]1OCCCC[C@@H](C)Oc2ccc(NS(=O)(=O)c3cccs3)cc2C(=O)N([C@H](C)CO)C[C@@H]1C	-0.3	-35	.	-2
O=C(CCN1CCCCC1)N[C@H]1CC[C@H](CCn2cc(-c3ccccc3)nn2)O[C@@H]1CO	-0.4	-95	-35	0
CN(C)CC(=O)N1CCCCN2[C@@H](CO)[C@@H](c3ccc(-c4cccc(C(=O)N(C)C)c4)cc3)[C@@H]2C1	0.0	12	0	5
C[C@@H]1CCCCO[C@H](CN(C)S(C)(=O)=O)[C@@H](C)CN([C@@H](C)CO)C(=O)c2cc(NC(=O)c3ccccc3)ccc2O1	0.5	17	.	-2
Cc1ccccc1-c1ccc([C@@H]2[C@H](CO)N3CCCCN(CC4CC4)C[C@@H]23)cc1	0.3	54	-18	-1
C[C@H](CO)N1C[C@H](C)[C@@H](CN(C)C(=O)Nc2ccc(C(F)(F)F)cc2)Oc2c(NC(=O)C3CC3)cccc2C1=O	0.2	7	-6	-2
C[C@@H]1CCCCO[C@@H](CN(C)C(=O)CCCN(C)C)[C@H](C)CN([C@H](C)CO)C(=O)c2cc(NC(=O)Nc3ccc(C(F)(F)F)cc3)ccc2O1	1.4	27	-29	.
COCC(=O)Nc1ccc2c(c1)C(=O)N(C)C[C@@H](OC)[C@H](C)CN(C(=O)c1ccncc1)[C@@H](C)CO2	4.3	16	16	-2

4 records picked at random from the list so far, as already listed:
SMILES	KDM4C inh	T cruzi growth	Pf Dd2 growth	C diff growth
C[C@H](CO)N1C[C@H](C)[C@@H](CN(C)S(=O)(=O)c2ccc(C(F)(F)F)cc2)OCc2ccccc2-c2ccccc2C1=O	-1.6	102*	-74	7
COCC(=O)Nc1ccc2c(c1)C(=O)N(C)C[C@@H](OC)[C@H](C)CN(C(=O)c1ccncc1)[C@@H](C)CO2	4.3	16	16	-2
Cc1ccccc1-c1ccc([C@@H]2[C@H](CO)N3CCCCN(CC4CC4)C[C@@H]23)cc1	0.3	54	-18	-1
C[C@H](CO)N1C[C@H](C)[C@@H](CN(C)C(=O)Nc2ccc(C(F)(F)F)cc2)Oc2c(NC(=O)C3CC3)cccc2C1=O	0.2	7	-6	-2

More compounds follow:
SMILES	KDM4C inh	T cruzi growth	Pf Dd2 growth	C diff growth
O=C(c1cccnc1)N1C[C@H]2[C@@H](c3ccccc31)[C@H](CO)N2C(=O)C1CCCC1	2.3	-24	-4	1
COc1cccc(C#Cc2cnc3c(c2)C(=O)N([C@@H](C)CO)C[C@@H](C)[C@H](CN(C)C(=O)C2CC2)O3)c1	-1.5	8	-43	.
C/C=C/c1cccc(-c2nc(C(=O)N3CCCCC3)cc3c2[C@@H](CCO)N(C(=O)NC(C)C)C3)c1	0.2	.	-32	-9
CC(=O)N1[C@@H]2c3ccc(-c4ccccc4)c(=O)n3C[C@@H]2[C@@H](CO)[C@@H]1C(=O)N(C)C	0.1	8	9	2
CO[C@H]1CN(C)C(=O)c2cc(NS(=O)(=O)c3cn(C)cn3)ccc2OC[C@@H](C)N(CC2CC2)C[C@H]1C	0.2	-71	5	.
CC(C)CC#Cc1cnc2c(c1)C(=O)N([C@H](C)CO)C[C@H](C)[C@H](CN(C)Cc1ccccc1C(=O)O)O2	0.1	.	13	0
COCC#Cc1cnc2c(c1)C(=O)N([C@@H](C)CO)C[C@@H](C)[C@@H](CN(C)C(=O)C1CCCCC1)O2	-0.1	.	-21	1
COCC(=O)Nc1ccc2c(c1)C(=O)N(C)[C@@H]1CC[C@@H](CC(=O)OC)O[C@H]1CO2	-1.2	57	1	-5
C[C@@H]1CCCCO[C@H](CN(C)Cc2ccc(Cl)c(Cl)c2)[C@H](C)CN([C@@H](C)CO)C(=O)c2cc(NS(=O)(=O)c3ccc(Cl)cc3)ccc2O1	0.0	73	-49	49
C[C@H]1CN([C@@H](C)CO)C(=O)Cc2cc(NC(=O)C3CCCCC3)ccc2O[C@H]1CN(C)S(=O)(=O)c1cccs1	-2.7	32	-14	13
COc1ccc2c3c([nH]c2c1)[C@@H](CO)N(C(=O)c1ccccc1)CC31CN(C(=O)NC(C)C)C1	-0.2	.	36	-3
COc1ccc2c3c([nH]c2c1)[C@@H](CO)N(C(=O)C1CCC1)CC31CN(C(=O)NC(C)C)C1	1.4	.	-6	1
Cc1ccc(S(=O)(=O)N[C@H]2CC[C@H](CC(=O)NCCN3CCCCC3)O[C@@H]2CO)cc1	0.6	-6	9	2
C[C@@H]1CCCCO[C@@H](CN(C)C(=O)NC2CCCCC2)[C@H](C)CN([C@H](C)CO)C(=O)c2cc(NS(=O)(=O)c3ccccc3)ccc2O1	-1.1	88	-57	5
C[C@H](O)C#Cc1cnc2c(c1)C(=O)N([C@H](C)CO)C[C@@H](C)[C@H](CN(C)Cc1cccc(C(=O)O)c1)O2	1.4	65	67	1
O=C(O)[C@H]1[C@H](CO)[C@H]2Cn3c(ccc(/C=C/c4ccccc4)c3=O)[C@H]2N1C(=O)C1CCCC1	-1.1	.	1	-3
C[C@@H](NC(=O)C[C@H]1CC[C@H]2[C@H](COc3ccc(NS(=O)(=O)c4ccc(Cl)cc4)cc3C(=O)N2C)O1)c1ccccc1	0.8	5	-2	-6
C/C=C/c1ccc([C@H]2[C@H](CO)N[C@H]2CN(C)S(=O)(=O)c2ccccc2)cc1	2.1	78	-6	7
CNC[C@H]1Oc2c(NS(=O)(=O)c3ccc(OC)cc3)cccc2C(=O)N([C@@H](C)CO)C[C@H]1C	-0.3	11	5	2
C[C@H](CO)N1C[C@H](C)[C@@H](CN(C)C(=O)Nc2cccc3ccccc23)Oc2ccc(NC(=O)Cc3cn(C)c4ccccc34)cc2CC1=O	-1.6	45	-30	4
COc1ccccc1NC(=O)N[C@H]1CC[C@@H](CCNS(=O)(=O)c2ccc(C)cc2)O[C@H]1CO	-0.6	.	13	-1
O=C(Nc1ccc2c(c1)[C@@H]1C[C@H](CC(=O)N3CCOCC3)O[C@H](CO)[C@@H]1O2)Nc1ccccc1F	-0.4	-45	12	-7
COc1ccccc1CNC(=O)C[C@@H]1C[C@H]2c3cc(NC(=O)c4cccnc4)ccc3O[C@H]2[C@@H](CO)O1	-0.2	45	-35	.
CN(C)CC(=O)N[C@H]1CC[C@H](CC(=O)NCc2ccccc2F)O[C@@H]1CO	0.3	-17	11	9
COc1ccccc1S(=O)(=O)N[C@H]1CC[C@@H](CC(=O)N2CCN(C)CC2)O[C@H]1CO	4.6	-44	9	.
CCCC#Cc1cnc2c(c1)C(=O)N([C@H](C)CO)C[C@H](C)[C@@H](CN(C)Cc1cccnc1)O2	64*	-4	-24	26
Cc1ccccc1-c1ccc([C@H]2[C@@H](CO)N3CCCCN(C(=O)CN4CCOCC4)C[C@@H]23)cc1	0.0	?	34	-15
C[C@H](CO)N1C[C@H](C)[C@@H](CN(C)Cc2ccccc2)OCCCC[C@H](C)Oc2ccc(NC(=O)c3ccncc3)cc2C1=O	-0.6	74	15	-4
COc1ccc(-c2cnc3c(c2)C(=O)N([C@@H](C)CO)C[C@@H](C)[C@@H](CN(C)Cc2cccnc2)O3)cc1	0.0	26	14	-4
O=C(NCC[C@@H]1CC[C@H](NC(=O)Nc2cc(F)ccc2F)[C@@H](CO)O1)Nc1ccc(F)cc1	-0.9	.	.	1
Cc1nn(C)cc1NC(=O)C[C@H]1CC[C@H]2[C@H](COc3ccc(NC(=O)c4cccc(F)c4)cc3C(=O)N2C)O1	3.0	26	-27	31
CC(C)NC(=O)N[C@@H]1C[C@@H]2O[C@@H](CO)CC[C@@H]2O[C@@H]1CCc1ccc(-c2ccccc2F)cc1	.	.	-6	-2
COc1ccc(NC(=O)Nc2ccc3c(c2)C(=O)N([C@H](C)CO)C[C@H](C)[C@@H](CN(C)C(=O)CCC(F)(F)F)OCCCC[C@H](C)O3)cc1	2.1	60	32	4
COc1ccc(CN(C)C[C@H]2OCCCC[C@H](C)Oc3ccc(NC(=O)Cc4ccccc4)cc3C(=O)N([C@H](C)CO)C[C@H]2C)cc1	-0.3	-21	-40	0
CCS(=O)(=O)N[C@H]1C=C[C@@H](CC(=O)Nc2ccc(-c3ccccc3)cc2)O[C@H]1CO	.	-51	-4	.
Cc1cc(C(=O)Nc2cccc3c2O[C@H](CN(C)Cc2ccc(C(=O)O)cc2)[C@@H](C)CN([C@@H](C)CO)C3=O)n(C)n1	0.2	.	15	4
CNC(=O)C[C@@H]1CC[C@H]2[C@@H](COc3ccc(NC(=O)c4cnccn4)cc3C(=O)N2C)O1	0.0	-24	-2	-4
COc1ccc(-c2ccc([C@@H]3[C@@H](CO)N4C(=O)CN(C(=O)C5CCOCC5)C[C@H]34)cc2)cc1	0.2	.	0	-3
C[C@@H]1CCCCO[C@@H](CN(C)C(=O)C2CCCCC2)[C@@H](C)CN([C@H](C)CO)C(=O)c2cc(NC(=O)Nc3ccccc3)ccc2O1	0.0	67	-55	7
COc1ccc(NC(=O)Nc2ccc3c(c2)CC(=O)N([C@@H](C)CO)C[C@@H](C)[C@H](CN(C)S(=O)(=O)c2ccc(F)cc2)O3)cc1	-0.1	10	-1	-4
C[C@H](CO)N1C[C@H](C)[C@@H](CN(C)S(C)(=O)=O)Oc2ccc(N(C)C)cc2CC1=O	3.9	1	-2	-16
C[C@H](CO)N1C[C@H](C)[C@H](CN(C)Cc2ccc(Oc3ccccc3)cc2)Oc2ccc(NC(=O)Cn3cnnn3)cc2CC1=O	-0.4	16	10	-25
C[C@@H]1CN([C@H](C)CO)C(=O)c2cc(C#Cc3ccncc3)cnc2O[C@@H]1CN(C)Cc1ccncc1	1.9	.	19	7
C/C=C/c1ccc2c(c1)O[C@H](CN(C)C(=O)c1ccccn1)[C@H](C)CN([C@@H](C)CO)S2(=O)=O	-0.9	52	42	0
O=C(C[C@H]1C=C[C@H](NC(=O)c2cnccn2)[C@H](CO)O1)NCc1ccccc1F	0.3	-5	10	.
Cc1ccc(S(=O)(=O)N[C@@H]2CC[C@@H](CCn3cc(C4CCCCC4)nn3)O[C@@H]2CO)cc1	0.1	-55	-22	-7
Cc1cc(C(=O)Nc2cccc3c2O[C@H](CN(C)Cc2ccc(C(=O)Nc4ccccc4N)cc2)[C@H](C)CN([C@@H](C)CO)C3=O)n(C)n1	-1.0	93*	-82*	9
O=C(C[C@@H]1CC[C@@H]2[C@H](COC[C@H](O)CN2CCC(F)(F)F)O1)NCc1ccc(Oc2ccccc2)cc1	0.7	22	.	-2&-17
C[C@H](CO)N1C[C@H](C)[C@H](CN(C)C(=O)Nc2ccc(C(F)(F)F)cc2)OCCCC[C@H](C)Oc2ccc(NC(=O)Nc3ccc(F)cc3)cc2C1=O	-0.5	?	59	6
C[C@H](CO)N1C[C@H](C)[C@@H](CN(C)C(=O)Nc2ccccc2F)Oc2cc(-c3ccccc3)ccc2S1(=O)=O	-0.8	80	-42	.

(continued)
SMILES	KDM4C inh	T cruzi growth	Pf Dd2 growth	C diff growth
CN1c2ccc(C#Cc3cccnc3)cc2[C@@H]2[C@@H](CCN2C(=O)C2CC2)[C@H]1CO	3.8	99*	-65	-5
O=C(C[C@H]1CC[C@H]2[C@@H](COC[C@@H](O)CN2Cc2cc(F)cc(F)c2)O1)NC1CCCC1	0.0	80	-28	6&0
COC(=O)C[C@@H]1C[C@H]2c3cc(NC(=O)C4CCC4)ccc3O[C@H]2[C@H](CO)O1	-0.1	18	1	4
O=C(C[C@@H]1C[C@@H]2c3cc(NC(=O)C4CCC4)ccc3O[C@@H]2[C@H](CO)O1)NCC(F)(F)F	-2.0	-2	-9	-1
COc1ccc(NC(=O)Nc2ccc3c(c2)C(=O)N([C@@H](C)CO)C[C@@H](C)[C@@H](CN(C)S(=O)(=O)c2c(C)noc2C)OCCCC[C@@H](C)O3)cc1	-1.7	60	-78	-6
O=C(C[C@@H]1C[C@H]2c3cc(NC(=O)Nc4ccc(F)cc4)ccc3O[C@H]2[C@H](CO)O1)NC1CCCCC1	-0.6	45	-41	9
CCC(=O)N1[C@@H]2CN(C(=O)Nc3ccccc3Cl)c3ccccc3[C@@H]2[C@@H]1CO	0.2	8	10	-1

High-throughput results: PubChem, Broad Institute
